# SKBR3 24h inh: SK-BR-3 proliferation inhibitors, primary screen, cell-based, human, 24 h; viability, % at 10 µM; actives 0.47% (n = 41,000); SK-BR-3 viability, CellTiter-Glo ATP luminescence; stronger effect = lower value;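 active = viability at or below the median of all test compounds minus 3 SD, in both replicates if run twice, cut at about 45% in these data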;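 also: 100% = median untreated cell wells and 0% = median positive control drug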
# Numbers without * were called inactive. This is a subset; the hit share may differ from the screen's.
compound | SKBR3 24h inh
COc1ccc2c(c1)c(=O)oc1cc(OCC(=O)N3CCCC(C)C3)ccc12 (centres undefined) | 82
O=C(c1cc2sccc2n1Cc1ccccc1)N1CCc2ccccc21 | 93
COc1cccc2c(=O)c3c(cnn3C)n(C)c12 | 104
CCN(CC)c1ccc(NC(=O)c2ccco2)cc1 | 91
CC1CN(C(=O)c2scc3c2OCCO3)CC(C)O1 (centres undefined) | 61
CCCn1c(SCC(=O)NCC2CCCO2)nc2c1c(=O)n(C)c(=O)n2C (centres undefined) | 96
NC(=O)C1CCN(c2nc(C3CC3)nc3c2nnn3Cc2ccccc2Cl)CC1 | 71
Cc1nc2sc(C(c3ccccc3)N3CCOCC3)c(O)n2n1 (centres undefined) | 60
Cc1nc(N2CCN(Cc3ccccc3)CC2)c(C#N)c2c1COC(C)(C)C2 | 86
COc1ccc(-c2nc(C#N)c(NCCc3ccccc3)o2)cc1 | 92
O=C(c1ccc(N2C(=O)C3CC=C(Cl)CC3C2=O)cc1)N1CCCCC1 (centres undefined) | 91
COc1ccc(CCn2c(N3CCN(Cc4ccccc4)CC3)nc3c2c(=O)[nH]c(=O)n3C)cc1 | 87
CN1[C@@H]2CC(OC(=O)[C@H](CO)c3ccccc3)C[C@H]1[C@@H]1O[C@@H]12 (some centres undefined) | 99
O=C(CN1C(=O)C2C3C=CC(C3)C2C1=O)Nc1ccc2c(c1)OCCO2 (centres undefined) | 32*
Cc1ccc2oc(-c3ccc(NC(=O)c4ccc5c(c4)OCO5)cc3)nc2c1 | 68
COc1ccc(S(=O)(=O)Nc2nnc(C(C)C)s2)cc1 | 96
CCOC(=O)COc1ccc2cc(C(=O)OCC)c(=O)oc2c1 | 122
COc1ccc(OC)c(-n2nnnc2SCC(=O)Nc2ccc(C(=O)N3CCCCC3)cc2)c1 | 88
Cc1ccc(C(=O)CSc2ncn[nH]2)cc1 | 97
Cc1nc(N)sc1-c1nnc(SCC(=O)Nc2nccs2)n1C | 93

# In the list so far, 6 contain an aryl methoxy group:
compound | SKBR3 24h inh
COc1ccc2c(c1)c(=O)oc1cc(OCC(=O)N3CCCC(C)C3)ccc12 (centres undefined) | 82
COc1cccc2c(=O)c3c(cnn3C)n(C)c12 | 104
COc1ccc(-c2nc(C#N)c(NCCc3ccccc3)o2)cc1 | 92
COc1ccc(CCn2c(N3CCN(Cc4ccccc4)CC3)nc3c2c(=O)[nH]c(=O)n3C)cc1 | 87
COc1ccc(S(=O)(=O)Nc2nnc(C(C)C)s2)cc1 | 96
COc1ccc(OC)c(-n2nnnc2SCC(=O)Nc2ccc(C(=O)N3CCCCC3)cc2)c1 | 88

# More structures follow:
compound | SKBR3 24h inh
Cc1nc2ccccc2c(=O)n1NCc1cccs1 | 71
CCc1nc2oc(C(=O)c3ccccc3)c(N)c2c2c1COC(C)(C)C2 | 84
CC(=O)C1=C(O)C(=O)N(c2cccc(C(=O)O)c2)C1c1ccc(F)cc1 (centres undefined) | 107
CCn1c(=O)c2c(nc3n2CCCN3CCc2ccccc2)n(C)c1=O | 83
COc1ccc(C(=O)NCC(=O)Nc2ccccc2)cc1OC | 93
O=C(NC1CCCCC1)c1nn2c(C(F)(F)F)cc(-c3ccco3)nc2c1Br | 88
CCOC(=O)Nc1nc(C)c(C(=O)N(C)C)s1 | 90
O=c1ccn(Cc2ccccc2Cl)cc1 | 90
COc1ccc(Cl)cc1NC(=O)N1CCN(C2CCCCC2)CC1 | 99
O=C(c1ccc(N2CCCC2=O)cc1)N1CCOCC1 | 95
Cc1cccc(C)c1NC(=O)Cn1c(=O)n(CCCC(=O)NCc2ccco2)c(=O)c2sccc21 | 88
CCSC1=C(C#N)C(c2ccc(OC)c(OC)c2)CC(=O)N1 (centres undefined) | 98
Cn1c(Cc2ccccc2)nnc1SCC(=O)NC1CCCCC1 | 96
COC(=O)c1ccc(C2C(C(=O)c3cc4ccccc4o3)=C(O)C(=O)N2CCCN(C)C)cc1 (centres undefined) | 89
CCn1c(SCC(=O)NCc2ccc3c(c2)OCO3)nnc1-c1cccs1 | 94
Cn1c(=O)[nH]c(=O)c2c1nc(Br)n2CCSc1nc2ccccc2o1 | 93
O=c1c2[nH]c3ccccc3c2ncn1Cc1cccnc1 | 99
Cc1ccc(NC(=O)COc2ccc3oc4c(c3c2)CCCC4)nc1 | 90
COc1ccc2c(c1OC)C(=O)NC(C)=C(C(=O)OC(C)(C)C)C2O (centres undefined) | 89
Cc1occc1-c1nnc(SCC(=O)N2CC(=O)Nc3ccccc32)n1CC(C)C | 78
O=C1c2ccccc2S(=O)(=O)N1CC(O)Cn1ccc2ccccc21 (centres undefined) | 89
COc1cccc(OC)c1C(=O)Nc1ccccc1N1CCCC1 | 108
N#Cc1nc(-c2ccc(OCc3ccc(Cl)cc3)cc2)oc1N1CCC(C(N)=O)CC1 | 123
CCOC(=O)C(C)On1c(SC(C)C(=O)OCC)nc2ccccc2c1=O (centres undefined) | 88
CCN1C(=O)c2c(C)nc3ccccc3c2C1=O | 90
CCOCC(=O)Nc1nnc(COc2ccc(Cl)cc2)s1 | 93
Cc1ccc2c(c1)c(C)cc(=O)n2CCC(=O)O | 87
CCCC(=O)N1CCc2[nH]c3ccccc3c2C1 | 101
Cc1sc(NC(=O)c2ccco2)c(CN2CCN(c3ccccn3)CC2)c1C | 148
COc1cc(C(=O)Nc2cc(Cl)ccc2C)c(-n2cnnn2)cc1OC | 130
Cc1c(C(=O)NCc2ccc3c(c2)OCO3)oc2ccccc12 | 103
Cc1c(CN2CCCCC2)c(O)n(CCCO)c(=O)c1C#N | 84
NC(=O)CN1CCCN(S(=O)(=O)c2ccc(Br)cc2)CC1 | 91
CCSc1nnc(NC(=O)c2cc(C)on2)s1 | 88
CCCNC(=O)c1cccc(Cn2nc(C)c(Br)c2C)c1 | 78
CN(C)CCC(=O)c1ccc2c(c1)OCO2 | 95
Cn1cnc2c1c(=O)n(Cc1c(Cl)cccc1Cl)c(=O)n2C | 91
Cc1ccc(NC(=O)CSc2nnc(-c3ccco3)c(-c3ccco3)n2)cc1 | 131
CS(=O)(=O)N(CC(=O)NCc1ccc2c(c1)OCO2)c1ccc(Cl)cc1 | 66
CCOC(=O)Cc1csc(NC(=O)COc2ccccc2)n1 | 103

# Four records picked at random from the list so far:
compound | SKBR3 24h inh
Cn1c(Cc2ccccc2)nnc1SCC(=O)NC1CCCCC1 | 96
COc1ccc(OC)c(-n2nnnc2SCC(=O)Nc2ccc(C(=O)N3CCCCC3)cc2)c1 | 88
CCOC(=O)Cc1csc(NC(=O)COc2ccccc2)n1 | 103
CCOC(=O)C(C)On1c(SC(C)C(=O)OCC)nc2ccccc2c1=O (centres undefined) | 88

# Looked up above.
# SKBR3 24h inh, CN(C)CCC(=O)c1ccc2c(c1)OCO2 is entered as 95
# SKBR3 24h inh, Cn1c(=O)[nH]c(=O)c2c1nc(Br)n2CCSc1nc2ccccc2o1 is entered as 93

# (cont.)
compound | SKBR3 24h inh
Cc1cc(S(=O)(=O)NC2CCCCC2)c(C)s1 | 67
O=C(CCSc1nc(-c2ccco2)cc(C(F)(F)F)n1)NCc1ccccn1 | 107
COc1cccc(N2C(=O)c3ccncc3C2=O)c1 | 90
CCCc1[nH]nc2c1C(c1ccc(OCCN3CCOCC3)c(OC)c1)C(C#N)=C(N)O2 (centres undefined) | 89
Cc1conc1NC(c1cccs1)c1ccc2cccnc2c1O (centres undefined) | 77
COCCNC(=O)c1ccccc1-c1nc(-c2ccccc2OC)no1 | 86
O=C(Cc1ccccc1)NCCSCc1ccco1 | 95
COc1ccc(OCC(=O)NC2CC(C)(C)NC(C)(C)C2)cc1 | 97
COC(=O)c1c(C)oc2ccc(NS(=O)(=O)c3cc(OC)ccc3OC)cc12 | 88
CCn1cc(C(=O)OCC(=O)Nc2c(C)n(C)n(-c3ccccc3)c2=O)c(=O)c2ccc(C)nc21 | 120

# Going on with the list:
SMILES	SKBR3 24h inh
O=S(=O)(NCc1ccco1)c1cccc2cccnc12	93
CC(C)(C)c1ccc(C(O)CCCN2CCC(C(O)(c3ccccc3)c3ccccc3)CC2)cc1 (centres undefined)	108
CS(=O)(=O)N1CCCC(c2nc(-c3ccc(S(=O)(=O)NCc4ccccc4)cc3)no2)C1 (centres undefined)	75
Cc1ccc(Cn2c(Sc3ncccn3)nc3c2c(=O)[nH]c(=O)n3C)cc1	57
O=C(CSCc1n[nH]c(=O)[nH]1)NCCOc1cccc(Oc2ccccc2)c1	108
CC(Oc1ccc(C(=O)NC2CCCCC2)cc1)C(=O)O (centres undefined)	113
O=C(CCCCC(=O)N1CCN(c2ccccc2)CC1)N1CCN(c2ccccc2)CC1	113
COc1ccc(C)cc1NC(=O)c1ccc(N(C)S(C)(=O)=O)cc1	82
COc1ccc(NC(=O)C2CCN(S(=O)(=O)c3ccc(OC)c(OC)c3)CC2)c(OC)c1	104
COc1ccc2nc(N3CCCC3)[nH]c2c1	100
CCn1c(NC(=O)c2cccs2)c(-c2cccs2)c(=O)c2ccccc21	63
COc1ccc(N2CCN(c3nc(=S)n(-c4ccccc4)c(C)c3C(C)=O)CC2)cc1	102
CCOC(=O)c1cccc(NC(=O)CSc2nnc(COc3ccccc3)n2CC)c1	97
Cc1cc(C)c(C#N)c(SCC(=O)Nc2ccccc2C(N)=O)n1	83
CCOC(=O)C1C(=O)Nc2nc(C)nn2C1c1ccccc1 (centres undefined)	93
COc1ccc(C2CC(C(F)(F)F)n3nc(C(=O)NCCN4CCOCC4)cc3N2)cc1 (centres undefined)	112
CCc1noc(C)c1C(=O)N1CCOCC1	123
c1coc(CNc2nc(-c3ccncc3)cs2)c1	86
O=C(CN1C(=O)C2CCCN2C(=O)c2ccccc21)Nc1ccccc1-n1cccc1 (centres undefined)	91
O=C(Nc1ccc(N2CCCC2=O)cc1)c1cccc(F)c1	79
CCOc1cc(NC(=O)C2CC2)c(OCC)cc1NC(=O)c1cccnc1	96
CCOC(=O)CSC1=C(C#N)C(c2ccccc2F)C(C(C)=O)=C(C)N1 (centres undefined)	93
CC(CCc1ccco1)NC(=O)CSc1cc(=O)n(C)c2ccccc12 (centres undefined)	84
CCc1nc2oc3ccccc3c(=O)c2c(=O)n1-c1ccccc1	122
O=C(NC1CCCCC1)N1CCSC1=Nc1ccccc1	87
COc1ccccc1-c1cc(C(=O)Nc2ccccc2SC)no1	75
CC1CCCN(C(=O)C23CCC(C)(C(=O)C2)C3(C)C)C1 (centres undefined)	89
CC1(C)Cc2nc(N)c(C(=O)NCCO)cc2CO1	101
Cn1c(N2CCCC2)nc2c1c(=O)n(Cc1ccc(F)cc1)c(=O)n2C	83
COc1ccc(Cn2c(C)ccc2C)cc1	79
CCCCOC(=O)Nc1ccc(N2CCCCC2)cc1	85
FC(F)(F)COc1nc(N2CCCCC2)nc(N2CCNCC2)n1	67
CC(=O)Nc1nc2n(n1)C(c1ccc(F)cc1)C=C(c1ccccc1)N2 (centres undefined)	98
CCc1ccc(OCC(=O)OC2CCS(=O)(=O)C2)cc1 (centres undefined)	104
Cn1nnnc1SCC(=O)NCc1cccc(C(=O)O)c1	54
C=CCn1c(SC/C=C/c2ccccc2)nnc1-c1sc(N)nc1C	81
c1coc(C2Nc3ccccc3-c3nc4ccccc4n32)c1 (centres undefined)	62
COc1cccc(-c2cc(C(=O)Nc3c(C)nn(Cc4ccccc4C)c3C)no2)c1	94
CCC(C)OC(=O)C1=C(C)NC2=C(C(=O)C(C(=O)OC)C(C)C2)C1c1ccc(N(C)C)cc1 (centres undefined)	68
Cn1c(=O)[nH]c(=O)c2c1nc(Br)n2Cc1ccccc1Cl	87
Cc1c(O)ccc2c3c(c(=O)oc12)CCC(C)C3 (centres undefined)	93
C=CCN(C(=O)CCC(=O)O)C1CC(=O)N(c2ccc(OCCC)cc2)C1=O (centres undefined)	98
Cc1ccc(CNS(=O)(=O)c2ccc(C(C)(C)C)cc2)n1C	86
CCOc1ccc(C)cc1S(=O)(=O)n1ccnc1	81
COC(=O)Cc1cc(=O)n(-c2ccccc2)[nH]1	93
Cc1cccc(C)c1NC1=NC2(CCCCC2)N=C(N)N1	94
Cc1ccc2nc(SCC(=O)Nc3c(C)n(C)n(-c4ccccc4)c3=O)[nH]c2c1	78
Cc1cc(C(=O)NCc2ccco2)cs1	89
Cc1cc(=O)c2ccccc2[nH]1	88
CCc1ccc2c(c1)[C@]1(C(=O)N2)[C@@H]2C(=O)N(Cc3ccccc3)C(=O)[C@@H]2[C@@H]2CCCN21	71
CC1CCN(c2nc(-c3ccncc3)nc3ccccc23)CC1	85
CC(C)(C)c1cc(-c2ccco2)c(C#N)c(SCC#N)n1	95
O=C(CNCC1CCCO1)Nc1ccccc1-n1cccc1 (centres undefined)	90
COc1cc(N=c2ssnc2Cl)cc(OC)c1OC	73
COCCNCC(=O)NC12CC3CC(CC(C3)C1)C2	76
Cc1cc(C)c(S(=O)(=O)Nc2cccc3nsnc23)c(C)c1	81
Cc1ccc(C(=O)CCNc2ccc(Br)cc2)o1	102
Cc1ccc(-c2cc3nc(C)cc(NCc4ccco4)n3n2)cc1	95
Cc1ccc(C(=O)CS(C)(=O)=O)cc1	91
COc1ccc(-c2nc(SC)n(C)c(=O)c2C#N)cc1OC	68

# Additional entries.
SMILES	SKBR3 24h inh
CSC1=NCCN1C(=O)c1cccc(Br)c1	93
COc1ccccc1OCCn1cc(C(=O)c2ccco2)c2ccccc21	80
O=C1Cn2c(nc3ccccc32)N1c1ccccc1F	87
Cn1c(=O)c2c(-c3ccccc3)n(CCCN3CCOCC3)cc2n(C)c1=O	97
N#Cc1nc(-c2ccco2)oc1N1CCN(c2ccccc2)CC1	85
CC(C)(C)C1CCc2onc(C(=O)Nc3cccnc3)c2C1 (centres undefined)	90
COC(=O)C1=C(C)OC(N)=C(C#N)C1c1ccccc1F (centres undefined)	99
Cn1c(=O)oc2cc(S(=O)(=O)N3CCN(Cc4ccc5c(c4)OCO5)CC3)ccc21	100
COC(=O)c1cccc(NC(=O)CN(c2ccc3c(c2)OCO3)S(C)(=O)=O)c1C	96
Cc1ccccc1NC(=O)CSc1nc(N)c(C#N)c(-c2cccs2)c1C#N	72
